EPAC2 ag: EPAC2 (human) agonism | Q8WZA2 | EPAC2 activation, biochemical qHTS; response scale: 100% = 6.5 mM cAMP response | Potency, µM (highest dose often 154 µM), inactives show at the highest dose activation, most hits filed as activators | 0.079% of 360,000 active | AID 720711; also: nearly all actives have a fitted effect of over 50% in size
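EPAC2 (100 nM) mixed with Rap1B loaded with BODIPY-GDP (250 nM) plus 50 uM unlabeled GDP; compounds pinned in, 5 min RT, then read every 5 min for 30 min (ex 480, em 540 nm). Normalized to cAMP control.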
FUS suppressor: suppressors of FUS proteinopathy in yeast; S. cerevisiae FUS-expressing, growth rescue, OD600, 24 h; AID 1347120; 0.24% of 390,000 active; Potency, µM (series often up to 76.6 µM), for the others: at the highest dose growth rescue (activation), actives largely listed as activators;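 also: plate controls were DMSO vehicle for no effect and reference control for full effect; nearly all actives have a fitted effect of over 55% in size; some results filed as inactive show a strong effect at the top dose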
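S. cerevisiae expressing FUS from galactose induction served as the toxicity model. Growth after 24hr at 30C, read as absorbance at 600 nm, indicates suppression of toxicity; compounds dosed at several concentrations.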
EPAC1 antagonist: EPAC1 (human) antagonism. O95398. EPAC1 GEF assay, Rap1b-BODIPY-GDP exchange fluorescence. Potency, µM (series often up to 115 µM), for the others: at the top dose activity change, negative = inhibition, actives largely listed as inhibitors. 0.14% of 360,000 active. AID 720709;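 also: plate controls were vehicle for no effect and positive control for full effect; nearly all actives have a fitted effect of over 50% in size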
TDP43 rescue: inhibitors of TDP-43 toxicity in yeast; TDP-43 expressing yeast growth rescue, BacTiter-Glo, 24 h; Potency, µM (doses to about 46.1 µM), without a hit: at the top dose growth rescue (activation), actives largely listed as activators; 1.8% of 410,000 active; AID 652104; also: % of control where 0% means no effect; nearly all actives have a fitted effect of over 50% in size
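Luminescence from BacTiter-Glo reports growth of TDP-43-expressing yeast after 24 hr at 30 deg C with compound. Cells were raffinose-pregrown to mid-log, then seeded in galactose medium at OD600=0.02.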
EPAC2 antag: blocks human EPAC2 exchange factor; Potency, µM (series often up to 114 µM), without a hit: top-dose activity, negative = inhibition, usual class: inhibitors; 0.18% of 360,000 active; Q8WZA2; EPAC2 GEF exchange of Rap1B-BODIPY-GDP, fluorescence; AID 720708; also: % is scaled to controls: 0 for no effect and ±100 for the full control effect; nearly all actives have a fitted effect of over 45% in size; many of its hits are not listed in these tables
PTHR1 ag: PTHR1 (human) receptor agonism; HEK293 GP2 PTHR1 cells, GloSensor cAMP luminescence, 1 h; Potency, µM (doses to about 115 µM), inactives show at the highest dose activation, hits mostly activators; 0.075% of 410,000 active; also: nearly all actives have a fitted effect of over 55% in size; some results filed as inactive show a strong effect at the top dose; inactives centre near -15; many of its hits are not listed in these tables
Target sequence (Q03431 whole entry, looked up): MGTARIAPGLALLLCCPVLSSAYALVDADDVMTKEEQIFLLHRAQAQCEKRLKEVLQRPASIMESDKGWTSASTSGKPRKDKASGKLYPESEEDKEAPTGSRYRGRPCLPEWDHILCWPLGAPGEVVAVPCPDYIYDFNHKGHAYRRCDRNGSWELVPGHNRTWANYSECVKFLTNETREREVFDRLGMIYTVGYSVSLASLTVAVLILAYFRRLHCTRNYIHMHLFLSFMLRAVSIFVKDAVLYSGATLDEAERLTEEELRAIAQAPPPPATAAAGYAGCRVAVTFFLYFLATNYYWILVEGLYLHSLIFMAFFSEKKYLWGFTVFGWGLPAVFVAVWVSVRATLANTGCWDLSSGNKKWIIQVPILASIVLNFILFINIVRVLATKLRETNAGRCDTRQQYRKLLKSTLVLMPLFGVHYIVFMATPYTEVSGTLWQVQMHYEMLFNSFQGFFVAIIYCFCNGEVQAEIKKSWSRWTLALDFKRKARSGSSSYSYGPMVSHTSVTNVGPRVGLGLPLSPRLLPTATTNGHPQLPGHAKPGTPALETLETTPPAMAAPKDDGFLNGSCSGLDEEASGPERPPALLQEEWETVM
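HEK-293-derived GP2 cells expressing PTHR1 and a GloSensor cAMP reporter, 3,000/well, plated overnight, given luciferin plus IBMX (each 0.5 mM as added) for 1 h at 37 °C, then compound for 1 h at 37 °C. Luminescence was read after 15 min at room temperature.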
aSyn yeast inh: rescues yeast growth from alpha-synuclein toxicity; 0.14% of 370,000 active; Yeast expressing alpha-synuclein, growth rescue, BacTiter-Glo, 24 h; Potency, µM (series often up to 46.1 µM), without a hit: at the highest dose growth rescue (activation), hits mostly activators; AID 652106; also: % of control where 0% means no effect; nearly all actives have a fitted effect of over 65% in size
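Screening used galactose-induced yeast with toxic alpha-synuclein levels, exposed to compound for 24 hr at 30 deg C. Cell growth, read with BacTiter-Glo luminescence, gave the measured signal.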
EPAC1 agonist: agonists of human EPAC1; EPAC1 agonist qHTS, biochemical assay; response scale: 100% = response to 6.5 mM cAMP; Potency, µM (series often up to 154 µM), without a hit: at the top dose activation, actives largely listed as activators; 0.073% of 360,000 active; also: nearly all actives have a fitted effect of over 60% in size
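Nucleotide exchange assay: 100 nM EPAC1 with 250 nM Rap1B loaded with BODIPY-GDP and 50 uM GDP, room temperature. Fluorescence (480/540 nm) read every 5 min for 30 min; signal change normalized to 6.5 mM cAMP as full agonist.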
* = called active by the depositor; i = inactive; ? = inconclusive; / = no result given; & = joins results of further samples; [ ] = remark or other dose. Calls follow the shape of the dose curve; as a rule, active = well fitted curve in the direction sought with a large enough effect; inconclusive = small, poorly fitted or top-dose-only effect, or another doubt; inactive = no such curve, though single readings can be large; an effect the other way counts as inactive or inconclusive. Potency is read from the fitted curve at half-maximal effect.

Results follow in this order: EPAC2 ag	FUS suppressor	EPAC1 antagonist	TDP43 rescue	EPAC2 antag	PTHR1 ag	aSyn yeast inh	EPAC1 agonist
- CC(=O)c1cccc(NC(=O)C(C)N(C)CC(=O)Nc2ccc(Cl)cc2)c1 (centres undefined)
    -3%	14%	-10%	-25%	17%	i	1%	-38%[inhibitor]
- COc1ccc(Cl)cc1NC(=S)NCCO
    2%	5%	-9%	-13%[9.22 µM]	-3%	i	2%	3%
- Nc1nc(SCC(=O)NN(c2ccccc2)c2ccccc2)n[nH]1
    -2%	24%	-2%	-15%[0.397 µM]	2%	i	-4%	-16%
- Cc1ccccc1C(=O)Nc1ccc(C(=O)N/N=C/c2ccc(O)c(Br)c2)cc1
    9%	20%	-27%	-14%	-7%	-32%[inhibitor]	-8%	5%
- CC(C)(O)CCC(C)(C)O
    10%	-44%	9%	5%	4%	-3%	-7%	-15%
- COc1ccc(CNC(=O)COC(=O)/C=C/c2cccc(Cl)c2)cc1
    -2%	-5%	3%	-3%	8%	i	10%	6%
- Cc1nc(Nc2cccc(F)c2)c2oc3ccccc3c2n1
    9%	5%	5%	8%	3%	-11%	-13%	-2%
- CCN=C1SC(CC(=O)Nc2sc(C)c(C)c2C(=O)OC)C(=O)N1CC (centres undefined)
    -2%	13%	4%	10%	-6%	i	?	5%
- CCN(C(=S)Nc1cccnc1)c1cccc2ccccc12
    4%	3%	-11%	6%	-8%	-19%	5%	1%
- Nc1c(C(=O)Nc2cccc(C(=O)O)c2)sc2nc3c(cc12)CCCC3
    4%	29%	-24%	-6%	-18%	-42%[inhibitor]	4%	0%

Carrying on.
Results follow in this order: EPAC2 ag	FUS suppressor	EPAC1 antagonist	TDP43 rescue	EPAC2 antag	PTHR1 ag	aSyn yeast inh	EPAC1 agonist
- Cc1ccc(NC(=O)CN(C)C(=O)COc2cccc3cccnc23)cc1
    -3%	/	7%	-9%	0%	i	7%	4%
- Cc1cc(C)cc(N2C(=O)CC(Cn3nc(C)cc3C)C2=O)c1 (centres undefined)
    3%	2%	11%	1%	0%	i	1%	0%
- Cc1cccc(S(=O)(=O)N(C)C[C@@H]2OCc3cn(nn3)CCCC(=O)N([C@@H](C)CO)C[C@H]2C)c1
    2%	-5%	4%	0%	13%	i	2%	-2%
- Cc1nc(NC(C)c2ccccc2)sc1C(=O)Nc1ccccc1 (centres undefined)
    16%	0%	?	?	5%	i	-4%	-12%
- O=c1oc2cc(Oc3c([N+](=O)[O-])cc(C(F)(F)F)cc3[N+](=O)[O-])ccc2c2c1CCCC2
    -4%	29%	-8%	?	-1%	-25%	-45%[inhibitor]	-4%
- COc1ccccc1NC(=S)N(Cc1ccco1)Cc1cc2cc(C)c(C)cc2[nH]c1=O
    0%	/	-3%	9%	-7%	i	-1%	11%
- CNC(=S)/N=C(\Nc1ccc(C)cc1)c1ccccc1
    12%	11%	-12%	-1%	5%	-19%	-3%	6%
- O=C1CC2(CCCCC2)Oc2ccc(O)cc21
    -2%	13%	-6%	?	0%	i	16%	2%
- CCCOC(=O)C1C2C=C[C@]3(CN(CCc4ccccc4)C(=O)[C@H]13)O2 (some centres undefined)
    9%	7%	-11%	4%	-2%	i	0%	-3%
- O=S1(=O)CC(N2CCN(CC3CC3)CC2)CN1C1CCCC1 (centres undefined)
    9%	-4%	-16%	15%	3%	-8%	29%	14%

Other structures follow.
Results follow in this order: EPAC2 ag	FUS suppressor	EPAC1 antagonist	TDP43 rescue	EPAC2 antag	PTHR1 ag	aSyn yeast inh	EPAC1 agonist
- CC1C(=O)N(Cc2cn(Cc3ccco3)nn2)CCS(=O)(=O)N1Cc1ccc(-c2ccc(F)nc2)cc1 (centres undefined)
    5%	?	-25%	21%	5%	-52%[inhibitor]	3%	1%
- CC1(C)Cc2c(cnn2-c2ccc(F)cc2)C(NC(=O)c2ccc(=O)oc2)C1 (centres undefined)
    0%	/	1%	?	7%	-42%[inhibitor]	-3%	5%
- Cc1ccccc1N1CCN(C2CCCN(C(=O)c3cc(C(C)C)[nH]n3)C2)CC1 (centres undefined)
    8%	/	5%	0%	17%	-17%	-4%	2%
- CCC1(c2ccc(F)cc2)NC(=O)N(CC(=O)NC2CCCC(C)C2C)C1=O (centres undefined)
    9%	/	-2%	1%	2%	-53%[inhibitor]	0%	-3%
- Nc1ccc(-c2c3ccc(=O)cc-3oc3cc(O)ccc23)cc1C(=O)O
    100µM*	40%	/	-26%	/	-5%	-2%	100µM*
- Cc1ccsc1C(C(=O)NC1CCCCC1)N(C(=O)c1csnn1)C1CC1 (centres undefined)
    2%	-9%	-7%	0%	7%	-20%	1%	3%
- CCCc1nnc(SCC(=O)Nc2nccs2)o1
    14%	12%	-12%	-1%	1%	i	3%	8%
- CCOc1ccc(NC(=O)CN2CCN(C3c4ccccc4-c4ccccc43)CC2)cc1
    3%	33%	-3%	-10%	-5%	-13%[57.5 µM]	0%	3%
- Cc1ccc(S(=O)(=O)N(C)C[C@@H]2Oc3ccc(NC(=O)Nc4cccc5ccccc45)cc3C(=O)N([C@H](C)CO)C[C@H]2C)cc1
    -1%	?	-21%	19%	5%	i	5%	-10%
- CCOC(=O)C1CCCN(C(=O)CSc2ccc(Br)cc2)C1 (centres undefined)
    17%	20%	-21%	-5%	-13%	-27%	0%	1%

Next compounds
Results follow in this order: EPAC2 ag	FUS suppressor	EPAC1 antagonist	TDP43 rescue	EPAC2 antag	PTHR1 ag	aSyn yeast inh	EPAC1 agonist
- CCN(CC)c1ncnc2c1ncn2[C@H]1CN(Cc2ccc(OC)cc2)C[C@@H](CO)O1
    10%	7%	-5%	-12%	5%	12%	-18%	-13%
- Cc1cc(C(=O)Nc2ccc(F)cc2)c2ccccc2n1
    6%	2%	-2%	12%	0%	i	1%	-1%
- Cc1ccc(S(=O)(=O)NCc2ccccc2)cc1C(=O)NC(C)c1ccc(S(N)(=O)=O)cc1 (centres undefined)
    10%	-3%	-25%	-8%	1%	i	4%	10%
- CC1CCCC(C)N1C(=O)Cn1c(=O)sc2ccccc21 (centres undefined)
    -2%	-13%	-2%	11%	3%	-25%	1%	-7%
- CC1(Oc2cccc(F)c2)CCN(Cc2ccc3ccccc3c2)C1 (centres undefined)
    14%	-9%	-15%	3%	3%	-13%	11%	0%
- CCN1CCN(c2cc(SC(C)C)nc(-c3ccc(OC)cc3)n2)CC1
    12%	/	-13%	-20%	-14%	-3%	1%	9%
- COc1ccc([N+](=O)[O-])cc1NCC(=O)Nc1cc(S(=O)(=O)N2CCCCC2)ccc1C
    12%	15%	2%	10%	12%	-38%[inhibitor]	-1%	-9%
- O=S(=O)(c1cccc2ccccc12)N1CCN(c2ccc(Cl)c(Cl)c2)CC1
    /	-18%	/	-4%	/	-9%	18%	/
- Nc1cc(S(=O)(=O)Nc2cc(Cl)ccc2Cl)ccc1N1CCOCC1
    4%	24%	-19%	-93%[inhibitor]	-15%	-20%	-1%	-2%
- O=C(Nc1nnc(SCc2ccc(F)cc2)s1)c1ccco1
    3%	2%	-4%	-6%	-1%	i	-4%	-5%

Continuation:
Results follow in this order: EPAC2 ag	FUS suppressor	EPAC1 antagonist	TDP43 rescue	EPAC2 antag	PTHR1 ag	aSyn yeast inh	EPAC1 agonist
- CN(CC(=O)Nc1ccccc1Br)C(=O)c1cccc([N+](=O)[O-])c1
    5%	8%	-2%	-2%	0%	i	0%	4%
- COc1ccc(N2C(=O)CC(N(Cc3ccc(S(N)(=O)=O)cc3)C(C)=O)C2=O)cc1 (centres undefined)
    8%	-15%	9%	-19%	16%	1%	-4%	-4%
- Cn1c(SCC(=O)Nc2ccccc2)nnc1-c1ccc(NC(=O)CCc2ccccc2)cc1
    -1%	24%	-9%	-9%	5%	-12%[57.5 µM]	1%&0%	9%
- COc1cccc(CN(C)C(=O)CSC(C)C(=O)Nc2cc(C)on2)c1OC (centres undefined)
    -2%	3%	2%	-10%	0%	i	3%	5%

Filtered by structure: those above with fluorine (8)
Results follow in this order: EPAC2 ag	FUS suppressor	EPAC1 antagonist	TDP43 rescue	EPAC2 antag	PTHR1 ag	aSyn yeast inh	EPAC1 agonist
- Cc1nc(Nc2cccc(F)c2)c2oc3ccccc3c2n1
    9%	5%	5%	8%	3%	-11%	-13%	-2%
- O=c1oc2cc(Oc3c([N+](=O)[O-])cc(C(F)(F)F)cc3[N+](=O)[O-])ccc2c2c1CCCC2
    -4%	29%	-8%	?	-1%	-25%	-45%[inhibitor]	-4%
- CC1C(=O)N(Cc2cn(Cc3ccco3)nn2)CCS(=O)(=O)N1Cc1ccc(-c2ccc(F)nc2)cc1 (centres undefined)
    5%	?	-25%	21%	5%	-52%[inhibitor]	3%	1%
- CC1(C)Cc2c(cnn2-c2ccc(F)cc2)C(NC(=O)c2ccc(=O)oc2)C1 (centres undefined)
    0%	/	1%	?	7%	-42%[inhibitor]	-3%	5%
- CCC1(c2ccc(F)cc2)NC(=O)N(CC(=O)NC2CCCC(C)C2C)C1=O (centres undefined)
    9%	/	-2%	1%	2%	-53%[inhibitor]	0%	-3%
- Cc1cc(C(=O)Nc2ccc(F)cc2)c2ccccc2n1
    6%	2%	-2%	12%	0%	i	1%	-1%
- CC1(Oc2cccc(F)c2)CCN(Cc2ccc3ccccc3c2)C1 (centres undefined)
    14%	-9%	-15%	3%	3%	-13%	11%	0%
- O=C(Nc1nnc(SCc2ccc(F)cc2)s1)c1ccco1
    3%	2%	-4%	-6%	-1%	i	-4%	-5%

A second format for part of the listing above:
CN(CC(=O)Nc1ccccc1Br)C(=O)c1cccc([N+](=O)[O-])c1
  EPAC2 ag: 5%	FUS suppressor: 8%	EPAC1 antagonist: -2%	TDP43 rescue: -2%	EPAC2 antag: 0%	PTHR1 ag: i	aSyn yeast inh: 0%	EPAC1 agonist: 4%

Cn1c(SCC(=O)Nc2ccccc2)nnc1-c1ccc(NC(=O)CCc2ccccc2)cc1
  EPAC2 ag: -1%	FUS suppressor: 24%	EPAC1 antagonist: -9%	TDP43 rescue: -9%	EPAC2 antag: 5%	PTHR1 ag: -12%[57.5 µM]	aSyn yeast inh: 1%&0%	EPAC1 agonist: 9%

A portion of the library, so the mix of outcomes need not match the whole.
